Assay outcomes: PubChem BioAssay, several laboratories
KCNQ2 block: KCNQ2 potassium channel inhibitors, primary screen, cell-based, CHO-K1, FluxOR thallium flux, B-score (AID 2156); Potassium voltage-gated channel subfamily KQT member 2 (Rattus norvegicus), O88943; 20 min; stronger effect = lower value; B-score at 10 µM; 1.1% of 310,000 active;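 active = fluorescence ratio B-score at most minus 3 library SDs, with starting brightness B-score within 2 library SDs, cut at about -5.5 in these data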
OX1R antag: antagonists of human orexin 1 receptor (OX1R); OX1R-expressing cells, FRET antagonist read-out; 1.8% of 330,000 active; inhibition, % at 6.6 µM; Orexin/Hypocretin receptor type 1 (Homo sapiens), O43613; in the data active = inhibition mostly above about 38%, no sharp cut-off; inactive = mostly below about 40%;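 note: 0% = agonist challenge alone and 100% = reference antagonist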
Target sequence (O43613 whole entry, looked up): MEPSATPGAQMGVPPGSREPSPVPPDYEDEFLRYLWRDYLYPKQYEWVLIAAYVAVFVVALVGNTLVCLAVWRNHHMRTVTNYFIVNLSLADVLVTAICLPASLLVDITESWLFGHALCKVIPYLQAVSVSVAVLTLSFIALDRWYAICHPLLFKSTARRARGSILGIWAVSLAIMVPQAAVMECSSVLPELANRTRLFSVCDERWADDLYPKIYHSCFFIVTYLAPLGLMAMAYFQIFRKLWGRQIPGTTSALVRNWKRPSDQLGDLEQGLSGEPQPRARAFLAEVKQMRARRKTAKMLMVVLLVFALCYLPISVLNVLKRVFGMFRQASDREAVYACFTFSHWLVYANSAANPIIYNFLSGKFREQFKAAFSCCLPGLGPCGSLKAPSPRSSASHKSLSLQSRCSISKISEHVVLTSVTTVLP
STK33 kinase inh: inhibitors of purified STK33 kinase, primary screen, biochemical, ADP-Glo luminescence, homogeneous, cell-free. Serine/threonine-protein kinase 33 (Homo sapiens), Q9BYT3. MBP phosphorylation. inhibition, % at 10 µM. 0.073% of 320,000 active;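 active = inhibition at or above 25%, using the most active replicate where run in duplicate; inactive = inhibition below 25%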
Target sequence (Q9BYT3 whole entry, looked up): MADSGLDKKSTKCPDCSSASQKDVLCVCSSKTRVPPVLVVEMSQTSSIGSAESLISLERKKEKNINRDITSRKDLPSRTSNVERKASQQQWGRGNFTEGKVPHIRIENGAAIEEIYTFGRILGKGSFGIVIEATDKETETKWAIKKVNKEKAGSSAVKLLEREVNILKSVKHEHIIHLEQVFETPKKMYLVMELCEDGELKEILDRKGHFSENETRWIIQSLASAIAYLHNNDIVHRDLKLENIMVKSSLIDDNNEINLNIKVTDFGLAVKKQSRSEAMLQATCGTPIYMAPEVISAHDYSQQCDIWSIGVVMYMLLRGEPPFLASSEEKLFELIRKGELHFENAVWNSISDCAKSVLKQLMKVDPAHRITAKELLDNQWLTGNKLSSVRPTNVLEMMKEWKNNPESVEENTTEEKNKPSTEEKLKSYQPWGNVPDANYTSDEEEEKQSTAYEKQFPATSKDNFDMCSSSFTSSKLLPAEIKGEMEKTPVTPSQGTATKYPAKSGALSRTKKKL
Active calls of the source: *; i = inactive; · = no result given.

Order of values: KCNQ2 block | OX1R antag | STK33 kinase inh
CCOC(=O)C1CCCN(C(=O)c2ccc(-c3ccc([N+](=O)[O-])cc3)o2)C1 (stereo not given)
  i | 29.0 | 0.0
Cc1cc(=O)[nH]c(N/N=C/C=C/c2ccccc2)n1
  i | 19.0 | -2.1
COc1cc(-c2cc(N3C(=O)Nc4ccccc4N3O)n[nH]2)cc(OC)c1OC
  i | 0.9 | 0.0
COc1ccc(S(=O)(=O)N2CCC(C(=O)NCCN3CCOCC3)CC2)cc1OC
  i | 25.3 | -2.0
CN(Cc1ccco1)Cc1ccc(O)c2ncccc12
  · | -4.0 | -1.4
CC[N+](C)(C)Cc1ccccc1Br
  i | 11.2 | ·
CN(CC(=O)NCc1cccc(F)c1)C(=O)c1ccco1
  i | 7.9 | -1.6
CN(C)CCN(Cc1ccccc1)c1ccccn1
  i | 10.1 | -0.2
COC(=O)Nc1ccc(S(=O)(=O)NNC(=O)c2c(O)c3ccccc3[nH]c2=O)cc1
  i | -5.0 | -0.5
O=C(NCCc1ccco1)c1ccc(OCc2cn3ccccc3n2)cc1
  · | 8.7 | 0.9
N#CCc1c(C#N)c(N)nc(N2CCCC(CO)C2)c1C#N (stereo not given)
  i | 9.6 | 0.1
O=C(Nc1ccccc1)C1CC(=O)N(c2ccc3c4c(cccc24)CC3)C1 (stereo not given)
  i | 17.0 | -1.9
Cc1ccc(-c2onc3ccc(C(=O)/C=C/N(C)C)cc23)cc1
  i | 5.2 | 13.8
COc1ccc2[nH]c(C(=O)Nc3ccc4c(c3)OCO4)cc2c1
  i | 19.7 | 0.6
CCC1CCCCN1CCCNC(=O)CS(=O)(=O)Cc1nc(-c2cccc(OC)c2)oc1C (stereo not given)
  i | 23.3 | -1.4
CN=C(Nc1ccc(Cl)cc1)c1ccc(C(F)(F)F)cc1
  i | 7.0 | -1.0
CS(=O)(=O)c1ccc2nc(NC(=O)c3cccc(Cl)c3)sc2c1
  i | 2.6 | 3.0
COc1ccc(C(C)=O)cc1CSc1nnc2c(Cl)cc(Cl)cn12
  i | 21.8 | -0.9
CC1CCN(c2nc3ccc(C(=O)N4CCN(Cc5ccccc5)CC4)cc3s2)CC1
  i | 12.3 | ·
O=C(NCc1ccccn1)c1ccco1
  i | 4.8 | -1.8
COCCNC(=S)Nc1ccc(S(=O)(=O)Nc2cnc3ccccc3n2)cc1
  i | 11.3 | 0.4
C=CCc1ccccc1OCC(O)Cn1ccnc1C (stereo not given)
  i | 12.5 | -0.5
COc1ccc(/C=C/C(=O)OCCNC(=O)c2ccncc2)cc1OC
  i | 11.0 | -0.1
Brc1ccccc1OCCCOc1cccc2cccnc12
  i | 17.4 | -1.9
CC1(C)Cc2ccccc2-c2nnc(SCC(=O)N3CCN(c4ccccc4)CC3)n21
  i | 13.9 | -0.1
COc1nc(N=C(N)N)nc2ccc(C)cc12
  i | 20.7 | 1.2
CCCSc1nsc(NC(=O)CCC)n1
  i | 30.2 | -0.7
COc1cccc(S(=O)(=O)NCC(=O)N2CCCC2)c1
  i | -0.1 | -0.6
CCCCCCSc1ccc([C@@H]2[C@H]3C(=O)N(CC)C(=O)[C@H]3[C@]3(C(=O)OC)CCCCN23)cc1OC
  · | 14.0 | 1.0
Cc1ccc(S(=O)(=O)N2CCC(C(=O)OCc3ccc([N+](=O)[O-])cc3)CC2)cc1
  i | 28.9 | -4.0

Continued.
Order of values: KCNQ2 block | OX1R antag | STK33 kinase inh
CCC1=C2CC[C@H]3C(=O)N(CC)C(=O)[C@H]3[C@H]2[C@@]2(Cc3ccccc3)C(=O)N(Cc3ccccc3)C(=O)N2C1=O
  i | 30.1 | -1.2
Cc1noc(C)c1S(=O)(=O)N1CCC(C(=O)N(C)Cc2ccccc2)CC1
  i | 22.4 | 1.2
O=C(Nc1ccc(F)cc1)c1cc(S(=O)(=O)N2CCCCC2)ccc1F
  i | 1.1 | -2.2
CCc1ccc(OCC(O)CN2CCN(CCO)CC2)cc1 (stereo not given)
  i | -6.4 | -1.3
CCOC(=O)c1cc(NC(=O)N(C(C)C)C(C)C)c(C)nc1C
  i | 14.0 | -0.4
Cn1c(=O)c(=O)n(C)c2cc(S(=O)(=O)CCC(=O)NCc3ccccc3)ccc21
  i | 1.2 | 0.8
COc1ccc(NCc2nnc(SCC(=O)Nc3ccccc3)n2C)cc1
  i | 10.7 | 0.4
COc1ccc(C)cc1NC(=O)CCc1ccc(S(=O)(=O)N2CCOCC2)cc1
  · | 8.7 | 0.2
COc1ccc(/C=C2\NC(=O)C(C=NCc3ccccc3)=C2O)cc1
  i | 29.5 | 1.0
COc1ccc2nc(N(Cc3ccccc3)C(=O)CCNC(C)=O)sc2c1
  i | 38.5 | -1.9
CCOC(=O)c1ccc(NC(=O)CN2CCc3ccccc3C2)cc1
  i | 3.2 | 0.1
CCCC(=O)N1CCC(O)(c2cccc(F)c2)CC1
  i | 5.8 | -0.3
COc1ccc(NC(=O)c2cccc(S(=O)(=O)N3CCc4ccccc43)c2)cn1
  i | 18.2 | -0.6
COC(=O)c1ccc(N2CCN(C(=O)C3CC3)CC2)c([N+](=O)[O-])c1
  i | 19.4 | -1.5
O=C(Nc1cccn2ncnc12)c1ccc(Cl)cc1
  i | 18.3 | 0.0
Cc1ccc(NC(=O)c2nnn(-c3cc(C)cc(C)c3)c2N)cc1
  i | 20.3 | 0.2
O=C1COc2ccc(C(=O)COC(=O)CCOc3ccccc3)cc2N1
  · | 4.8 | -0.8
O=[N+]([O-])c1cc(Cl)cc(/C=N/NC(=S)Nc2cc(S(=O)(=O)N3CCOCC3)ccc2Cl)c1O
  -8.14* | 29.2 | 0.3
CN(C)/C=C(/C#N)C(=O)c1cccc(Oc2ccc(C(C)(C)C)cc2)c1
  -7.75* | 53.0 | -0.2
O/N=C/c1ccnc(SCc2ccccc2)n1
  i | 11.9 | 10.5
COc1ccc(/C=c2\s/c(=C\C(=O)C(C)(C)C)[nH]c2=O)cc1O
  i | 34.5 | 7.5
COCCNC(=O)CSc1n[nH]c(=O)n1CCc1ccccc1
  i | -2.9 | -0.2
COc1ccc(C(=O)Nc2nnc(C(F)(F)F)s2)cc1
  i | 13.7 | -1.7
Cc1cc(C(=O)NCc2cccs2)cs1
  i | 9.1 | -1.5
O=C(COC(=O)Cc1cccs1)Nc1ccc(OC(F)(F)F)cc1
  i | 12.3 | -0.8
COCCN=C1N[C@@H](c2cccc(C(F)(F)F)c2)C(C(=O)OC)=C(C)N1Cc1ccccc1
  i | 25.6 | 0.3
O=C(Nc1ccc(F)cc1)C1CC(=O)n2cnnc2N1 (stereo not given)
  i | 11.4 | -0.5
CCSc1ccc(C(=O)NCC(=O)O)cc1
  i | 6.2 | 0.3
CC1CCN(C(=O)CSc2nnc(CNC(=O)c3ccc(F)cc3)o2)CC1
  i | 24.6 | -1.7
CC1=NN(CCc2ccccn2)C(=O)CC1
  i | 11.5 | -1.5

Other entries follow.
Order of values: KCNQ2 block | OX1R antag | STK33 kinase inh
O=S(=O)(CCN(CCS(=O)(=O)C(F)(F)F)CC1CCCO1)C(F)(F)F (stereo not given)
  i | 1.2 | -0.7
Cc1nc2scc(C)n2c(=O)c1S(=O)(=O)N1CCN(c2ccc([N+](=O)[O-])cc2)CC1
  i | 6.3 | -0.3
CN1CCc2nc3ccccc3c(C(=O)OCC(=O)N(CCC#N)c3ccccc3)c2C1
  i | 37.2 | 1.6
O=C(COC(=O)c1cc(=O)c2ccccc2o1)Nc1cc(Cl)ccc1Cl
  · | 1.8 | -0.4
COC(=O)[C@H](Cc1c[nH]c2ccccc12)NC(=O)NCc1ccccc1
  i | 6.4 | 0.3
Cc1ccc(-c2csc3ncnc(N4CCN(C(=O)c5ccccc5)CC4)c23)cc1
  i | 26.3 | -0.5
Cn1cc(CCC(=O)NCc2ccc3c(c2)OCO3)c2ccccc21
  i | 12.1 | -2.0
O=C(N/N=C/c1ccoc1)c1ccc(Cl)cc1Cl
  i | 14.9 | -0.1
CC(NCCN(C)C)C(=O)C12CC3CC(CC(C3)C1)C2 (stereo not given)
  i | -0.8 | 0.5
CN1CCN(NC(=S)NC(C)(C)CC(C)(C)C)CC1
  i | 23.2 | -0.1
COc1cc(C(=O)Nc2cc(Cl)ccc2-n2cncn2)ccc1OC(F)F
  i | 1.1 | -1.3
Cc1ccc2c(Cl)cc(Cl)c(OCC(=O)NC(=O)NCc3ccco3)c2n1
  i | 23.9 | -1.7
COCCN(Cc1cn(C)nc1-c1ccccc1F)C(C)C
  i | 10.7 | -0.3
CCC(=O)N1CCN(c2ccccc2NC(=O)c2ccc(-c3cccc([N+](=O)[O-])c3)o2)CC1
  i | 11.6 | -0.9
Cc1ccccc1CSc1nnc(-c2cccs2)n1Cc1ccco1
  -9.91* | 69.3* | -0.2
N#Cc1cnc(SCC(=O)c2ccccc2)nc1N
  i | 15.0 | -0.4
O=C(NCc1ccccc1)c1cccc(COc2ccc(Cl)cc2)c1
  i | 25.7 | -2.0
N#C/C(=C\c1cc([N+](=O)[O-])ccc1Cl)C(N)=O
  i | 23.5 | 0.9
C[C@H]1CCC(=O)N([C@H](CN=[N+]=[N-])Cc2ccccc2)CC1
  i | 13.8 | -0.2
CC1(C)CC(=O)C2=C(C1)c1c(ccc3ccccc13)NC2c1ccco1 (stereo not given)
  i | 16.1 | -0.3
CN(c1ccc(C(=O)Nc2ccccc2C(F)(F)F)cc1)S(C)(=O)=O
  i | 23.7 | -1.4
Clc1cccc(-c2ccnc3nc(-n4cccc4)nn23)c1
  i | 6.4 | 0.6
CCOC(=O)c1ccc2c(c1)nc(-c1ccccn1)n2CC
  i | 25.0 | 0.8
COc1ccc(Cn2cccc(NC(=O)Nc3cccc(C#N)c3)c2=O)cc1
  i | 12.7 | -2.0
CCc1ccccc1Nc1nc(N)nc(COC(=O)CCS(=O)(=O)c2ccccc2)n1
  i | 11.6 | 0.4
OCC1(Cc2ccccc2)CCN(Cc2ccccn2)CC1
  i | 14.5 | -1.6
CCn1cc(C(c2ccccc2)C(C(C)=O)[N+](=O)[O-])c2ccccc21 (stereo not given)
  i | 10.6 | -2.6
COc1ccc(-c2csc(Nc3cccnc3)n2)cc1
  i | 7.5 | 1.8
COc1ccc(OC)c(NC(=O)CCCN2C(=S)NC(C)(C)CC2C)c1 (stereo not given)
  i | 6.3 | -1.1
Cn1cc([N+](=O)[O-])c(C(=O)N2CCN(Cc3ccc4c(c3)OCO4)CC2)n1
  i | -0.6 | -0.1

Some of the entries so far, field by field:
Cc1nc2scc(C)n2c(=O)c1S(=O)(=O)N1CCN(c2ccc([N+](=O)[O-])cc2)CC1
  KCNQ2 block: i	OX1R antag: 6.3	STK33 kinase inh: -0.3

COc1ccc(-c2csc(Nc3cccnc3)n2)cc1
  KCNQ2 block: i	OX1R antag: 7.5	STK33 kinase inh: 1.8

N#Cc1cnc(SCC(=O)c2ccccc2)nc1N
  KCNQ2 block: i	OX1R antag: 15.0	STK33 kinase inh: -0.4

Clc1cccc(-c2ccnc3nc(-n4cccc4)nn23)c1
  KCNQ2 block: i	OX1R antag: 6.4	STK33 kinase inh: 0.6

(further entries)
Order of values: KCNQ2 block | OX1R antag | STK33 kinase inh
O=C(CN(Cc1ccccc1)C(=O)CNS(=O)(=O)c1ccccc1)NCc1ccco1
  i | 15.1 | 0.6
Fc1ccccc1NC(=S)N1CCOCC1
  i | 3.5 | -2.2
O=C(CCNS(=O)(=O)c1ccc(OC(F)(F)F)cc1)NC1CC1
  · | 8.4 | -0.4
CN(C)Cc1ccc(-c2nc3cccc4c3n2CCNC4=O)cc1
  i | 12.4 | -0.2
COc1cc(/C=C2/NC(=O)NC2=O)ccc1OCC(=O)Nc1ccc(F)cc1
  i | 14.3 | -0.1
O=c1c2c(-c3ccccc3)csc2ncn1/N=C/c1ccc(O)c([N+](=O)[O-])c1
  i | 26.5 | 1.8
C=CCc1ccc(OCCOc2ccc(/C=N/n3cnnc3)cc2OCC)c(OC)c1
  i | 25.4 | -1.2
CS(=O)(=O)N1CCN(C/C=C/c2ccccc2)CC1
  i | 12.6 | -1.4
COc1cccc(/C=N/NC(=O)CCc2c(C)n[nH]c2C)c1O
  i | 19.4 | -0.2
COc1ccc(CNC(=O)C(c2ccncc2)N(C(=O)Cc2cccs2)c2ccccc2C)cc1 (stereo not given)
  i | 33.5 | 5.7
Cc1ccc(C)c(N2CCN(C(=O)c3ccc4nc(N5CCOCC5)sc4c3)CC2)c1
  i | 2.5 | -0.5
Cc1nc2cc3c(cc2s1)OCO3
  i | 12.4 | -1.6
C#CCOCCOCCOCCNc1nc(N2CCN(C(=O)[C@H](CCCCN)n3cc([C@@H](N)CO)nn3)CC2)nc(N2CCN(C(=O)[C@H](Cc3cc4ccccc4[nH]3)n3cc([C@@H](N)CO)nn3)CC2)n1
  · | 5.3 | 1.2
COC(=O)c1ccc(-n2cnc(Cl)n2)c(F)c1
  i | 8.5 | -0.5
O=C(c1ccco1)N1N=C(c2cccs2)CC1c1ccc(F)cc1 (stereo not given)
  i | 12.7 | 1.1
CSCCOC(=O)C1=C(C)NC(=O)CC1c1ccccc1Cl (stereo not given)
  i | 6.8 | -0.3
c1ccc2c(c1)N1CCN=C1N2CCN1CCCCC1
  i | 12.6 | 1.0
CCCOc1ccc2cc(C(=O)NCc3ccccc3)c(=O)oc2c1
  i | 13.3 | -1.7
CSc1cccc(NC(=S)N(CCCN2CCCC2)Cc2cccn2Cc2ccc(Cl)cc2)c1
  i | 9.1 | -2.4
Oc1ccc(CNc2ccccc2)c2cccnc12
  i | 13.3 | -2.6
CCCCC(=O)Nc1ccc2c(c1)nc(CCN1CCOCC1)n2C
  i | 3.9 | ·
CC1(C)CC(=O)c2c(nn(-c3ccccc3)c2N)C1
  i | 14.6 | 0.1
